# SENP1 FRET inh = human SENP1 catalytic domain inhibitors, primary screen, biochemical, FRET, uHTS; inhibition, % at 10 µM; AID 624204, 2012; hit rate 0.21% among 360,000; Sentrin-specific protease 1 (Homo sapiens), Q9P0U3; recombinant SENP1 catalytic domain, CyPet-SUMO1-YPet FRET cleavage;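 active means inhibition at least 30% at 10 µM, raw YFP signal under a set limit, fluorescence ratio 0.5 to 1.5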;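 further: 0% = enzyme with DMSO and 100% = no enzyme wells; some results filed as inactive read as strong as hits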
# Target sequence (Q9P0U3 419-644 limits assumed): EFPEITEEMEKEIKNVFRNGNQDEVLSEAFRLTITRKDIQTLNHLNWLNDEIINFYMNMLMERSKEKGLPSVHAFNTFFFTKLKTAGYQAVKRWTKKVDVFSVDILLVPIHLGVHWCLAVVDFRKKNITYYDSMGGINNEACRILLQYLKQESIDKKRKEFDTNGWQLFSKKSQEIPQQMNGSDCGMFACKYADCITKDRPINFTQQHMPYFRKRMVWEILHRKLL
#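 Assay system – human recombinant His6-tagged SENP1 catalytic domain enzyme · Input – SENP1 enzyme, 20 pM final · Buffer or medium – Tris pH 8 buffer plus EDTA, NaCl, BME, BSA, NP40, catalase · Schedule – 50 min reaction at room temperature · Technique – FRET read of cyan and yellow fluorescence · Control set – no-enzyme wells low, DMSO-plus-enzyme wells high control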
# A3A deaminase = APOBEC3A ssDNA deaminase inhibitors, primary screen, selectivity assay for APOBEC3G inhibitor project, biochemical, FAM/TAMRA oligo cleavage fluorescence; hit rate 0.41% among 330,000; recombinant A3A, FAM/TAMRA ssDNA deamination fluorescence; inhibition, % at 20 µM; DNA dC->dU-editing enzyme APOBEC-3A (Homo sapiens), P31941;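 active means at least 40% inhibition at 20 µM here, with at most 30% in a related deaminase screen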;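 further: plate controls were A3A with DMSO for no effect and wells lacking A3A enzyme for full effect; some results filed as inactive read as strong as hits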
# Target sequence (P31941 whole entry, looked up): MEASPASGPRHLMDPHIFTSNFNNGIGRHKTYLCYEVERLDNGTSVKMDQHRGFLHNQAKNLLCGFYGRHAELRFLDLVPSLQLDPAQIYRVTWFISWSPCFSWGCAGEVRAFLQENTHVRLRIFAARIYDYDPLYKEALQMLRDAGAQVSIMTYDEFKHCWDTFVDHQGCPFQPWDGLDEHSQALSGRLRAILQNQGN
# mIAP act = activators of mouse IAP, primary screen, biochemical, luminescence, uHTS | intestinal alkaline phosphatase [Mus musculus] | muIAP, CDP-Star luminescence, 30 min; stronger effect = higher value; 1 = vehicle-only enzyme signal, 0 = enzyme-free wells | activation factor at 10 µM | hit rate 0.24% among 330,000;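 active means activation factor of at least 2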; further: the source names both 10 and 20 µM as test concentration; values of inactives mirror those of a sister screen read the other way
#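 System: mouse IAP enzyme. Reagent: CDP-Star chemiluminescent phosphatase substrate. Benchmarks: DMSO wells, no-enzyme wells. Times: 30 min enzyme-substrate-compound incubation at room temperature. Detection: luminescence from enzymatic CDP-Star hydrolysis. Doses: test compounds delivered from DMSO solution.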
# hIAP inh = human IAP inhibitors, primary screen, biochemical, luminescence, uHTS | inhibition, % at 10 µM | purified IAP, CDP-Star luminescence, 30 min | hit rate 0.12% among 330,000 | Intestinal-type alkaline phosphatase (Homo sapiens), P09923;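 active means inhibition reaching a set limit with compound at 10 µM in the primary screen, cut at about 35% in these data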;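 further: plate controls were DMSO wells with enzyme for no effect and no-enzyme buffer wells for full effect; values of inactives mirror those of a sister screen read the other way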
# hIAP act = human IAP activators, primary screen, biochemical, luminescence, uHTS | Intestinal-type alkaline phosphatase (Homo sapiens), P09923 | purified human IAP, CDP-Star luminescence, 30 min; stronger effect = higher value; 1 = vehicle-only enzyme, 0 = enzyme-free background | activation factor at 10 µM | hit rate 0.16% among 330,000;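 active means activation factor of the enzyme at least 2-fold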; further: the source names both 10 and 20 µM as test concentration; values of inactives mirror those of a sister screen read the other way
# A3G deaminase = APOBEC3G DNA deaminase inhibitors, primary screen, biochemical, fluorescence, single-stranded DNA substrate, uHTS; DNA dC->dU-editing enzyme APOBEC-3G (Homo sapiens), Q9HC16; recombinant A3G, ssDNA deamination FAM/TAMRA fluorescence; inhibition, % at 20 µM; hit rate 0.28% among 330,000; AID 493012, 2011;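 active means inhibition of at least 40% at 20 µM, with no more than 30% in the related APOBEC3A deaminase screen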;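 further: plate controls were DMSO wells with A3G for no effect and wells lacking A3G enzyme for full effect; some compounds called inactive have numbers as strong as hits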
# Target sequence (Q9HC16 whole entry, looked up): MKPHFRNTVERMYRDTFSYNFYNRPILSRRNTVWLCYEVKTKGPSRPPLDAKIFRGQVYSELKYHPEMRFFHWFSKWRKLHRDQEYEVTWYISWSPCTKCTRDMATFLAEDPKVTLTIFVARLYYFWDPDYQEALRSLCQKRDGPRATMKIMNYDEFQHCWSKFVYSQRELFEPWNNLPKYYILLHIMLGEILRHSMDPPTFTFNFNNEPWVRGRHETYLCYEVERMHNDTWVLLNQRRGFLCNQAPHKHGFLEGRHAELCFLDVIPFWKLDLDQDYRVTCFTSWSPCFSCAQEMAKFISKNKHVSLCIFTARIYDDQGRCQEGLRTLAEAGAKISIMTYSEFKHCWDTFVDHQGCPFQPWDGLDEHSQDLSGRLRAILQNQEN
# NLRP3 yeast inh = NALP3 inflammasome inhibitors in reconstituted yeast, primary screen, luminescence, uHTS. Yeast reconstituted NLRP3/ASC/caspase-1, beta-gal luminescence, 24 h. inhibition, % at 10 µM. hit rate 0.39% among 330,000;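 active means inhibition of 50% or more; inactive means inhibition below 50%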;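 further: plate controls were induced DMSO wells for no effect and uninduced yeast grown without galactose for full effect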
# beta cell repl = inducers of MIN6 beta-cell proliferation, primary screen, ATP luminescence, uHTS. hit rate 0.29% among 330,000. MIN6 cells proliferation, ATPlite luminescence, 48 h; cells starved in 0.2% serum; 100% = growth in 10% serum. proliferation, % at 10 µM;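 active means compounds whose signal lies at least 3.5 SD above the mean of all wells on their plate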;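 further: 0% = DMSO-treated cells in low-serum medium and 100% = 10% serum control; some compounds called inactive have numbers as strong as hits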
# mIAP block = inhibitors of mouse IAP, primary screen, biochemical, luminescence, uHTS; intestinal alkaline phosphatase [Mus musculus]; purified mouse IAP, CDP-Star luminescence, 30 min; inhibition, % at 10 µM; hit rate 0.2% among 330,000; AID 2806, 2010;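 active means inhibition of at least 40% at 10 µM in the primary screen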;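 further: plate controls were DMSO with enzyme for no effect and no enzyme wells for full effect; values of inactives mirror those of a sister screen read the other way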
# * marks the source's active call; other numbers are inactive results. Only part of the results is shown, so the mix of outcomes need not match the whole.
SMILES,SENP1 FRET inh,A3A deaminase,mIAP act,hIAP inh,hIAP act,A3G deaminase,NLRP3 yeast inh,beta cell repl,mIAP block
CC1CC(C)CN(c2ncc3c(n2)CC(c2ccccc2)CC3=O)C1 (stereo not given),-3.9,-2.0,0.939,3.2,0.968,-6.6,10.2,-5.3,6.1
CCc1ccc(-c2csc(NC(=O)C3CCCO3)c2C(=O)OC(C)C)cc1 (stereo not given),1.7,-1.2,1.06,10.8,0.892,-3.2,4.0,-3.7,-6.4
COc1ccc(-n2c(SCC#N)nc3c(sc(=S)n3-c3ccccc3)c2=O)c(OC)c1,2.1,-3.1,0.804,18.4,0.816,25.8,21.3,-4.3,19.6
Cc1cc(Cl)ccc1OC(C)C(=O)NN1C(=O)c2ccccc2C1=O (stereo not given),1.4,-1.6,0.986,-18.1,1.18,4.5,-1.9,-1.1,1.4
Cc1noc(C)c1COc1ccc(C(=O)NCc2ccccn2)cc1,-0.2,-7.4,0.999,-17.3,1.17,-7.7,3.0,-2.7,0.1
CN(Cc1ccccc1)C(=O)c1cc2cc(F)ccc2[nH]1,0.3,1.9,1.04,9.0,0.91,-2.7,31.4,-3.5,-4.2
O=C(Cc1cc(=O)oc2cc(O)ccc12)N[C@@H](Cc1c[nH]c2ccccc12)C(=O)O,-116.5,-4.4,0.95,6.4,0.936,-4.8,-11.6,1.1,5.0
CCCn1c(C(C)Nc2nc(-c3ccc(Cl)c([N+](=O)[O-])c3)cs2)nc2ccccc21 (stereo not given),2.0,-3.3,0.9,15.6,0.844,-9.9,3.6,-8.3,10.0
Nc1c(-c2nn[nH]n2)cnn1-c1cc(Cl)cc(Cl)c1,1.0,-4.3,1.05,-9.6,1.1,-5.6,9.1,-2.7,-5.4
COc1ccc(C(CNC(=O)COc2ccc(Cl)c(C)c2)N2CCCCC2)cc1 (stereo not given),1.7,-2.4,0.957,6.2,0.938,-5.1,14.5,-4.4,4.3
COc1ccc(S(=O)(=O)N(C)C)cc1NC(=O)c1ccc2c(c1)NC(=O)C(C)S2 (stereo not given),0.0,-2.0,1.02,-4.0,1.04,-9.6,24.3,3.2,-2.3
CCOc1ccc(N(Cc2nnc3n2CCCCC3)C(=O)Nc2cccc(C)c2)cc1,2.2,-0.6,1.17,-20.3,1.2,-3.9,-7.0,1.7,-16.8
CCOc1ccccc1C(=O)NCc1ccc2c(c1)OCO2,2.3,1.1,1.04,10.3,0.897,6.3,29.9,1.4,-4.3
COC(=O)c1ccc2ncccc2c1,-1.3,-1.1,0.9,11.4,0.886,-1.0,9.2,1.9,10.0
CCCCCCCCCn1ccc(=N)cc1,3.6,-2.1,0.943,-7.6,1.08,-4.7,1.4,-3.3,5.7
NS(=O)(=O)c1ccc(Nc2nc(-c3cccc([N+](=O)[O-])c3)cs2)cc1,-0.7,0.9,0.782,-0.5,1,-7.2,5.5,-1.0,21.8
Cc1cc([N+](=O)[O-])ccc1NC(=O)CN1C2CCC1CC(NC(=O)NC13CC4CC(CC(C4)C1)C3)C2 (stereo not given),1.0,-0.2,0.889,-14.2,1.14,-8.1,6.3,-6.3,11.1
O=C(O)CC(C(=O)OCCOc1ccccc1)N1CCOCC1 (stereo not given),3.2,-2.7,0.924,-3.5,1.03,-4.9,3.5,-1.6,7.6
O=C(COC(=O)c1ccc(S(=O)(=O)N2CCCCCC2)cc1)NCc1ccc(Cl)cc1,1.4,-3.9,0.994,4.8,0.952,-5.4,14.9,-2.6,0.6
Cc1ccc(C(=O)NC(=S)N2CCN(C)CC2)cc1,0.7,3.7,0.989,-6.3,1.06,1.1,7.0,-1.4,1.1

# Two entries from above, set out differently:
molecule	SENP1 FRET inh	A3A deaminase	mIAP act	hIAP inh	hIAP act	A3G deaminase	NLRP3 yeast inh	beta cell repl	mIAP block
CCOc1ccc(N(Cc2nnc3n2CCCCC3)C(=O)Nc2cccc(C)c2)cc1	2.2	-0.6	1.17	-20.3	1.2	-3.9	-7.0	1.7	-16.8
CCOc1ccccc1C(=O)NCc1ccc2c(c1)OCO2	2.3	1.1	1.04	10.3	0.897	6.3	29.9	1.4	-4.3

# The list continues:
SMILES,SENP1 FRET inh,A3A deaminase,mIAP act,hIAP inh,hIAP act,A3G deaminase,NLRP3 yeast inh,beta cell repl,mIAP block
CCc1ccccc1NC(=O)CNC(=O)CNC(=O)Cc1ccccc1,1.4,-1.7,0.935,-7.5,1.07,-10.3,17.8,8.3,6.5
CSc1ncc(Cl)c(C(=O)Nc2ccc(C)c(C)c2)n1,1.1,-5.6,0.99,8.3,0.917,-3.4,6.8,-5.3,1.0
O=C(NCc1ccccc1)C(=O)NCC1OCCN1S(=O)(=O)c1ccc(Br)cc1 (stereo not given),0.5,4.5,1.06,-1.8,1.02,6.6,5.2,0.5,-6.5
O=C(Oc1ccc(/C=N/n2cnnc2)cc1)c1cccc([N+](=O)[O-])c1,0.9,-2.9,1,-4.0,1.04,-5.7,7.2,-1.2,-0.4
CCC1(O)CC(C(=O)OC)=NN1C(=O)c1ccccc1 (stereo not given),1.5,-5.2,0.948,-33.4,1.33,-5.6,-0.3,-1.0,5.2
CC(=O)NCCc1nc(-c2ccc(Cl)cc2)no1,1.5,1.9,1.02,-24.7,1.25,23.7,12.0,-4.0,-1.6
COc1ccc(NC(C)=O)cc1NC(=O)CSc1nnc(-c2ccccn2)n1C,1.8,4.1,0.974,-17.8,1.18,-1.6,10.6,4.4,2.6
O=C(O)Cn1c(=O)c(F)cn(C2CCCO2)c1=O (stereo not given),-1.3,-4.9,1.04,13.0,0.87,-9.8,7.6,0.0,-3.9
C=CCNC(=O)COCc1cc(-c2ccc3c(c2)OCO3)on1,1.7,2.2,1.03,-2.1,1.02,-1.2,-22.7,-2.5,-3.1
Nc1nc2ccccc2n1C(=O)c1cccs1,-3.7,0.4,0.865,-25.9,1.26,-1.4,25.7,-5.1,13.5
COc1ccc(CNC(=O)CN=C2NC(=O)C(c3ccccc3)(c3ccccc3)N2)cc1,0.4,0.5,1.01,0.6,0.994,-2.9,20.0,-0.6,-0.6
CC(=O)OC(C)C(=O)NS(=O)(=O)c1ccc(C)cc1 (stereo not given),2.8,2.9,1.01,-2.2,1.02,-2.8,20.8,-1.9,-1.5
COc1cccc(CN2CCSCC2)c1OC,0.8,2.2,0.917,4.3,0.957,-2.7,12.0,-0.6,8.3
COc1cccc(N2CCN(C(=O)NC3CCCCC3)CC2)c1,-0.9,-5.4,1.05,-31.7,1.32,-4.3,19.3,-2.3,-5.4
Cc1cc(C)c(C#N)c(SCS(=O)c2ccc(C(C)(C)C)cc2)n1 (stereo not given),-0.4,-3.1,0.977,8.4,0.916,-7.2,13.8,0.7,2.3
CCCCN(CC(=O)NCCOC)C(=O)Cn1nnc2ccccc21,0.7,1.1,1.02,-2.2,1.02,-2.8,5.1,1.0,-1.8
S=c1[nH]nc(Cc2ccccc2)n1-c1ccccc1,0.8,-4.1,0.99,-7.9,1.08,38.1,22.3,-2.7,1.0
COc1ccc(N(CC(=O)N/N=C/c2cccs2)S(=O)(=O)c2ccc(OC)c(OC)c2)cc1,0.7,-0.8,0.899,-9.6,1.1,-1.7,7.0,-1.0,10.1
O=C(O)CC/C(=N\NC(=O)CNC(=O)/C=C/c1ccccc1)c1ccccc1,0.7,-4.7,1.01,-10.1,1.1,-7.8,-0.9,-1.1,-1.0
CCCCCOc1ccc(C(=O)NCC(=O)NCC(=O)OCC)cc1,1.7,9.0,0.989,2.9,0.971,-6.9,10.8,-2.0,1.1
CC(C)Cn1c(=O)c2ccccc2c2ccccc2c1=O,1.8,0.0,0.988,23.3,0.767,-3.5,-26.3,0.1,1.2
CC1(C)OC(=O)C(=CNc2ccccc2)C(=O)O1,3.9,0.6,0.887,-0.4,1,-11.5,-18.6,-2.0,11.3
O=C(COC(=O)c1ccc(S(=O)(=O)N2CCCC2)cc1)Nc1ccccc1,3.4,4.1,1.04,0.6,0.994,-4.3,7.6,1.9,-4.0
CC(=O)N1CCN(c2ccc(C(N)=O)cc2[N+](=O)[O-])CC1,2.0,2.5,0.93,6.0,0.94,-0.3,-6.0,-2.0,7.0
CCc1cc2c(=O)nc3n(c2s1)Cc1ccccc1/C3=C(/O)c1cccc([N+](=O)[O-])c1,-23.7,-13.6,0.8,12.1,0.879,-7.4,41.6,-4.9,20.0
Cn1c(=O)c2c(nc(SCC(=O)NCc3ccc4c(c3)OCO4)n2Cc2ccc(Cl)cc2)n(C)c1=O,0.6,-0.7,0.976,-5.8,1.06,-3.6,2.6,-1.8,2.4
COc1ccc(N2C(=O)C3C4C=CC(C4)C3C2=O)c(OC)c1 (stereo not given),2.4,1.0,1.02,14.3,0.857,-2.4,16.0,-3.1,-2.5
CCOc1cc(Br)c(COc2ccc(C)nc2[N+](=O)[O-])cc1OCC,1.4,0.1,0.946,11.0,0.89,-6.2,19.5,2.2,5.4
Cc1cc(C(=O)COC(=O)c2ccco2)c(C)n1Cc1ccco1,1.3,5.7,1.08,-5.4,1.05,-3.2,17.6,-5.8,-8.3
CCn1c(N)c(C(=O)NC)sc1=S,0.5,2.3,0.87,3.8,0.962,59.3*,2.0,0.0,13.0
CCCOc1ccc(CN(CCC#N)C(=S)NC(=O)c2ccccc2)cc1,2.2,3.0,0.989,-12.4,1.12,-4.7,6.3,0.0,1.1
O=C(Nc1ccon1)c1nc[nH]c1C(=O)N1CCc2ccccc2C1,-2.3,-3.4,0.893,-64.8,1.65,-9.9,20.0,-4.6,10.7
CC(=O)NC(CC(=O)N1CCCC1)c1ccccc1 (stereo not given),2.0,-1.4,1.07,-36.2,1.36,-7.0,16.5,-2.7,-6.7
CC(=O)Nc1ccc(S(=O)(=O)NCC(=O)NNC(=O)c2csc(N3CCOCC3)n2)cc1,1.4,0.1,0.766,-112.7,2.13*,-4.0,15.8,-2.9,23.4
COc1cc(NC(=O)CSc2ccccc2)c(C(=O)O)cc1OC,0.1,-1.8,0.966,13.1,0.869,-2.5,7.6,1.1,3.4
O=C(Cn1c(=O)oc2cc(S(=O)(=O)N3CCCC3)ccc21)N1CCN(c2ccccc2)CC1,-0.1,0.8,1.04,-11.0,1.11,0.6,14.4,0.6,-4.0
CCOC(=O)C1(Cc2ccc(Cl)cc2)CCN(Cc2cnc(N)nc2)CC1,-2.3,1.0,1.04,-7.0,1.07,2.5,14.9,1.8,-4.2

# Screening results as filed in PubChem BioAssay.
